# EPAC1 agonist = EPAC1 (human) agonism. O95398. EPAC1 agonist qHTS, biochemical assay; response scale: 100% = response to 6.5 mM cAMP. Potency, µM (highest dose often 154 µM), without a hit: at the highest dose activation, most hits filed as activators. 360,000 compounds, 0.073% hits; further: potency means the concentration at half of the fitted maximal effect; nearly all actives have a fitted effect of over 60% in size
# Target sequence (O95398 whole entry, looked up): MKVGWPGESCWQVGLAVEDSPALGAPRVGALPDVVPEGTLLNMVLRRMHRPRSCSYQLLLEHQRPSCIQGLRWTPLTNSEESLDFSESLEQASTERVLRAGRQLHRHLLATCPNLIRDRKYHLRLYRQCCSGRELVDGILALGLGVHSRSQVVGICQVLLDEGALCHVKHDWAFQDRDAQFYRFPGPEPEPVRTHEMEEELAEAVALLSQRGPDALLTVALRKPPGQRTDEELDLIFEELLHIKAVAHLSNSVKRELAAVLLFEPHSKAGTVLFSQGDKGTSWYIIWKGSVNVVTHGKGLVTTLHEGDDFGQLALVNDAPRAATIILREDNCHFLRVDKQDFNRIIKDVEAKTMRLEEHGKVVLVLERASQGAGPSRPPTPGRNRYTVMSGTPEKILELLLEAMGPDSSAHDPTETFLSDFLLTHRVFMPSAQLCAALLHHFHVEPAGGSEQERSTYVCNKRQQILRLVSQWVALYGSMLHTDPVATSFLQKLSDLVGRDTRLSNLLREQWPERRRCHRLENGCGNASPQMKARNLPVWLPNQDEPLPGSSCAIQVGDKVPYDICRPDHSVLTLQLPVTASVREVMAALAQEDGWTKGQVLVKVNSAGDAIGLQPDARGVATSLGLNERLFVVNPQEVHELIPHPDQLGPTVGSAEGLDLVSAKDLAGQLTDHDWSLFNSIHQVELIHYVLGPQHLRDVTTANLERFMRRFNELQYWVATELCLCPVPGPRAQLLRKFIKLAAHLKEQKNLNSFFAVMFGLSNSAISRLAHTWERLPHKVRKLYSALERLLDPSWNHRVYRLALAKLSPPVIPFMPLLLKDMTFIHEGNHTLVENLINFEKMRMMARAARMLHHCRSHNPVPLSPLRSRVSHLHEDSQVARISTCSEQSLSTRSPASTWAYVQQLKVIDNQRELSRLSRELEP
#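 Normalized to 6.5 mM cAMP, activity reflects EPAC1-catalysed release of BODIPY-GDP from Rap1B, followed kinetically over 30 min at 480 nm excitation, 540 nm emission. Reaction contained 100 nM EPAC1, 250 nM Rap1B-BODIPY-GDP, 50 uM GDP.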
# IL-2 act = activators of IL-2; IL-2 activation reporter assay, cell-based qHTS; stimulated with anti-CD3/CD4/CD28 beads; in transgenic mouse T cells; activation, % (series mostly up to about 46 µM); 360,000 compounds, 0.065% hits; in the data active means activation above about 50%; inconclusive means mostly about 30% to 49%; further: 0% is about no effect
#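 Quantitative HTS in unstimulated transgenic mouse T cells, with memory T cells as non-tolerant control and PMA/ionomycin as tolerance-bypass control. Compound pretreatment lasted 60 minutes before 18 h bead stimulation; EGFP/DsRed fluorescence read.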
# PLK1 PBD inh = PLK1 (human) polo-box domain binding inhibition; Plk1 PBD binding of FITC phosphopeptide, fluorescence polarization; P53350; Potency, µM, for inactives: max response, negative = inhibition, actives largely listed as inhibitors; 360,000 compounds, 2.8% hits; further: potency means the concentration at half of the fitted maximal effect; series mostly up to about 57 µM; on the % scale 0 is the no-effect control and ±100 the full control effect; nearly all actives have a fitted effect of over 65% in size
# GLP-1R inv ag = acts as inverse agonist at human GLP-1 receptor | HEK293 GLP-1R CRE-luciferase, luminescence, 24 h; GLP-1R form is constitutively active | Potency, µM (highest dose often 38.3 µM), for the others: at the top dose activity change, negative = inhibition, hits mostly inhibitors | 410,000 compounds, 1.6% hits; further: potency means the concentration at half of the fitted maximal effect; on the % scale 0 is the no-effect control and ±100 the full control effect; nearly all actives have a fitted effect of over 55% in size
#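 Inverse agonism was detected as reduced cAMP-driven luciferase luminescence after 24 h compound treatment. The cells were HEK293 clones expressing constitutively active human GLP-1R with the reporter. Reporter-only and GPR119 cell lines served as counterscreen controls.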
# EPAC1 antag = antagonists of human EPAC1; O95398; EPAC1 GEF assay, Rap1b-BODIPY-GDP exchange fluorescence; Potency, µM (highest dose often 115 µM), for the others: top-dose activity change, negative = inhibition, hits mostly inhibitors; 360,000 compounds, 0.14% hits;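 further: potency means the concentration at half of the fitted maximal effect; plate controls were vehicle for no effect and positive control for full effect; nearly all actives have a fitted effect of over 50% in size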
# PTHR1 agonist = agonists of human PTHR1 parathyroid hormone receptor; Q03431; HEK293 GP2 PTHR1 cells, GloSensor cAMP luminescence, 1 h; Potency, µM (top dose mostly 115 µM), for inactives: at the highest dose activation, most hits filed as activators; 410,000 compounds, 0.075% hits; further: potency means the concentration at half of the fitted maximal effect; nearly all actives have a fitted effect of over 55% in size; some results filed as inactive show a strong effect at the top dose; inactives centre near -15; many of its hits are not listed in these tables
#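 HEK-293-derived GP2 cells expressing PTHR1 and a GloSensor cAMP reporter, 3,000/well, plated overnight, given luciferin plus IBMX (each 0.5 mM as added) for 1 h at 37 °C, then compound for 1 h at 37 °C. Luminescence was read after 15 min at room temperature.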
# GLP-1R agonist = agonists of human GLP-1 receptor; HEK293 GLP-1R CRE-luciferase, luminescence, 4-6 h; cells express a hypersensitive GLP-1R form; Potency, µM (titrated, usually from 45.6 µM), without a hit: at the highest dose activation, hits mostly activators; P43220; 380,000 compounds, 0.007% hits; further: potency means the concentration at half of the fitted maximal effect; % of control where 0% means no effect
# PI5P4Ka inh = PI5P4K alpha (human) kinase inhibition; PI5P4Kalpha enzyme, ADP-Glo luminescence, 60 min; active compounds read low; max response, %; AID 652105; 330,000 compounds, 1.2% hits; active means max response of -50% or lower; inconclusive means between -30% and -50%; inactive means -30% or higher; further: value at the top dose of about 77 µM; on the % scale 0 is the no-effect control and ±100 the full control effect
#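 Controls without substrate or without enzyme flank wells where PI5P4Kalpha converts substrate using 5 microM ATP (final). Incubation lasts 60 minutes at room temperature; ADP formed is read by ADP-Glo luminescence.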
# GLP1R cytotox = cytotoxic in the GLP-1 receptor inverse agonist counter-screen | HEK293 cAMP-luciferase reporter cells, luminescence, 24 h | Potency, µM (titrated, usually from 38.3 µM), for inactives: top-dose activity change, negative = inhibition, usual class: inhibitors | 410,000 compounds, 0.13% hits | AID 624418;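 further: loss of luciferase light is scored as toxicity; potency means the concentration at half of the fitted maximal effect; on the % scale 0 is the no-effect control and ±100 the full control effect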
#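 MLSMR compounds, 24 hr on cells at 37 deg C/5% CO2; luminescence after luciferase reagent (12 min RT). Inhibition counted as the undesired cytotoxic outcome.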
# * = called active by the depositor; i = inactive; ? = inconclusive; · = no result given; [ ] = dose if it differs, or a comment. Unless noted, the call rests on the fitted dose curve; in most records, active means well fitted curve in the direction sought with a large enough effect; inconclusive means small, poorly fitted or top-dose-only effect, or another doubt; inactive means no such curve, though single readings can be large; an effect the other way counts as inactive or inconclusive. The list is partial; count on the stated rates, not on these rows.
# Value order: EPAC1 antag	GLP-1R agonist	EPAC1 agonist	PTHR1 agonist	PLK1 PBD inh	GLP1R cytotox	PI5P4Ka inh	IL-2 act	GLP-1R inv ag
1) Oc1cccc(C(O)CNCc2ccc(OCc3ccc(Cl)cc3Cl)cc2)c1 (stereo not given)
 : -8%	?	24%	i	-3%	-28%	9	-0.1	?
2) NC(=O)CC(NC(=O)OCc1ccccc1)C(=O)O (stereo not given)
 : 12%	-1%	0%	i	-4%	7%	3	-1.2	-6%
3) C=CCN1C(=O)c2ccccc2Sc2ccc(C(=O)NCCC)cc21
 : -11%	2%	2%	-27%	-4%	3%	8	0.2	-14%
4) Cn1nc(C(F)(F)F)c(-c2ccc(F)cc2)c1NC(=O)Nc1ccc(F)cc1
 : -27%	9%	-7%	-26%	-5%	-14%	5	-3.8	?
5) Cc1ccc(-c2nc3ccccc3[nH]2)cc1NC(=O)COc1cccc(C)c1C
 : ·	5%	·	i	·	-30%	·	·	-4%
6) COC(=O)c1nnn(CC(=O)Nc2cccc(Cl)c2C)c1C(=O)OC
 : -17%	-6%	2%	-2%[57.5 µM]	-15%	10%	4	0.9	15%
7) NS(=O)(=O)c1ccc(CCNC(=O)c2cc(-c3ccccc3)nc3ccccc23)cc1
 : -15%	-1%	13%	-23%	-12%	-7%	18	-1.8	0%
8) COc1cccc(NC(=O)c2cc3c(=O)n4ccccc4nc3n(CC(C)C)c2=N)c1
 : -5%	-4%	-10%	i	2%	-2%	0	2.7	14%
9) O=C(CCc1ccccc1)NNC(=O)c1ccccc1F
 : -13%	3%	-5%	i	-7%	-3%	-4	-2.2	8%
10) CC(C)CN(C(=O)CSc1nnc2ccccn12)c1c(N)n(CC(C)C)c(=O)[nH]c1=O
 : -4%	0%	-2%	-9%[57.5 µM]	-10%	71%[activator]	-1	0.3	15%
11) CCOc1ccc(S(=O)(=O)NCCC(=O)NCC2(N3CCCCC3)CCCCC2)cc1
 : 9%	17%	-7%	17%	-4%	?	1	5.9	-19%
12) Cc1cc(C)c(S(C)(=O)=O)c(S(=O)(=O)c2ccc(Cl)cc2)n1
 : 13%	5%	0%	-2%[57.5 µM]	-2%	-3%	10	-0.3	26%
13) O=C(NCCc1ccccc1)c1cccc(S(=O)(=O)NCc2ccccc2)c1
 : -3%	2%	5%	i	-2%	15%	-8	-1.0	?
14) Cc1cccc(CSc2nnc(-c3cccs3)n2Cc2ccco2)c1
 : -21%	15%	6%	-8%	-7%	-22%	·	-1.6	-19%
15) O=c1c(-c2cccc(Cl)c2)c[nH]n1-c1ccccc1
 : 6%	-1%	2%	-19%	0%	-2%	12	-4.4	14%
16) COc1ccc(Cl)cc1C1=NOC2(CCC2)C(=O)N1Cc1ccc(NC(C)=O)cc1
 : -16%	-3%	3%	-28%	-5%	6%	2	-0.3	11%
17) CCOC(=O)c1ccc(NC(=O)c2ccc(CN3CCc4ccccc4C3)cc2)cc1
 : -14%	2%	8%	-40%[inhibitor]	-13%	-7%	-8	0.3	?
18) Cc1cccc(C)c1-n1nnnc1C1(C)CCC(=O)N1CCc1ccc(O)cc1 (stereo not given)
 : -5%	3%	3%	i	-8%	3%	2	3.8	17%
19) COc1ccc(C(C(=O)c2ccccc2)c2ccccc2)cc1 (stereo not given)
 : -3%	·	5%	-51%[inhibitor]	2%	-10%	3	0.5	?
20) CNC(=S)Nc1cc(OC)ccc1OC
 : 11%	-11%	1%	-29%[57.5 µM]	-8%	-10%	·	0.9	-2%
21) O=c1[nH]c(=O)n(-c2cc(Br)c(O)c(Br)c2)cc1Br
 : -14%	1%	-9%	i	-12%	10%	-18	-0.6	1%
22) O=C(Nc1ccc(F)cc1)/C(=C1/CCCCCN1)[N+](=O)[O-]
 : -12%	1%	-2%	i	0%	-10%	4	0.6	5%
23) COc1ccc(C2CC(c3ccccc3C(F)(F)F)=NN2c2ccc(S(N)(=O)=O)cc2)cc1 (stereo not given)
 : -9%	-3%	6%	-85%[inhibitor]	-3%	126%[activator]	10	-0.3	?
24) CN(C)S(=O)(=O)Nc1ccc(Br)cc1F
 : -6%	5%	-2%	-13%	-4%	-16%	0	-4.1	-18%
25) Cn1c(=S)sc2ccc3ccccc3c21
 : 1%	1%	-4%	i	-3%	-9%	-4	-1.4	56%[activator]
26) Cc1ccc(Cl)cc1N1CCN(C(=O)c2cn(C)c(=O)c3c2c2ccccc2n3C)CC1
 : 2%	-5%	13%	-15%	-8%	5%	·	-2.0	2%
27) CCC(C)c1ccc(NC(=O)c2c([N+](=O)[O-])cnn2CC)cc1 (stereo not given)
 : 2%	17%	-2%	-24%	-1%	-15%	1	-0.2	?
28) Cc1cc(C(=O)NC2CC(C)(C)Cc3c2cnn3-c2ccccc2C)c(C)o1 (stereo not given)
 : -12%	10%	10%	-12%	-13%	-13%	-1	-1.6	?
29) COc1ccc(NC(=S)NCC2CCCO2)c(C)c1 (stereo not given)
 : 9%	2%	4%	4%	-10%	-2%	-9	1.8	11%
30) O=C(COC(=O)/C=C/c1ccccc1)Nc1nnc(-c2ccccc2)o1
 : -7%	0%	-5%	-4%	-9%	-8%	1	1.6	-5%

# One compound at a time, from the list above.
# `O=c1[nH]c(=O)n(-c2cc(Br)c(O)c(Br)c2)cc1Br` is entered as EPAC1 antag: -14%; GLP-1R agonist: 1%; EPAC1 agonist: -9%; PTHR1 agonist: i; PLK1 PBD inh: -12%; GLP1R cytotox: 10%; PI5P4Ka inh: -18; IL-2 act: -0.6; GLP-1R inv ag: 1%
# `Cc1cc(C)c(S(C)(=O)=O)c(S(=O)(=O)c2ccc(Cl)cc2)n1` is entered as EPAC1 antag: 13%; GLP-1R agonist: 5%; EPAC1 agonist: 0%; PTHR1 agonist: -2%[57.5 µM]; PLK1 PBD inh: -2%; GLP1R cytotox: -3%; PI5P4Ka inh: 10; IL-2 act: -0.3; GLP-1R inv ag: 26%
# `COc1ccc(C2CC(c3ccccc3C(F)(F)F)=NN2c2ccc(S(N)(=O)=O)cc2)cc1` (stereo not given) is entered as EPAC1 antag: -9%; GLP-1R agonist: -3%; EPAC1 agonist: 6%; PTHR1 agonist: -85%[inhibitor]; PLK1 PBD inh: -3%; GLP1R cytotox: 126%[activator]; PI5P4Ka inh: 10; IL-2 act: -0.3; GLP-1R inv ag: ?

# More entries:
# Value order: EPAC1 antag	GLP-1R agonist	EPAC1 agonist	PTHR1 agonist	PLK1 PBD inh	GLP1R cytotox	PI5P4Ka inh	IL-2 act	GLP-1R inv ag
31) Cc1onc(-c2ccccc2)c1C(=O)Nc1ccc(S(=O)(=O)NC(C)(C)C)cc1
 : -11%	0%	-8%	i	2%	0%	1	0.4	?
32) CNC(=O)c1ccc(-c2sc3nc(N4CCOCC4)c4c(c3c2N)CC(C)(C)OC4)o1
 : -14%	2%	4%	i	-13%	261%[activator]	1	-1.4	25%
33) CCOC(=O)C(Cc1c[nH]c2cc([N+](=O)[O-])ccc12)(NC(C)=O)C(=O)OCC
 : -2%	17%	-12%	-3%	2%	-9%	5	1.8	-16%
34) Cc1nc2sc3c(c2c(=O)n1NC(=O)CCl)CCCC3
 : 2%	6%	-7%	-9%	-10%	-7%	1	-1.6	16%
35) CCOC(=O)N1CCN(S(=O)(=O)N2CCCC(C(=O)NCc3ccccc3Cl)C2)CC1 (stereo not given)
 : -8%	7%	-3%	-55%[inhibitor]	?	-4%	0	-2.0	-8%
36) O=C(NCCc1ccccc1)C1CCCN(c2nc3ccccc3s2)C1 (stereo not given)
 : 5%	8%	-4%	i	4%	-7%	4	-0.7	10µM*
37) CCCc1nnc(NC(=O)C2CCCO2)s1 (stereo not given)
 : 14%	8%	-7%	-4%[57.5 µM]	-2%	1%	·	1.9	0%
38) COc1ccc(NC(=O)N2CCCC(c3nc(-c4ccc(OC)cc4)no3)C2)cc1 (stereo not given)
 : -7%	22%	6%	-26%	-10%	-13%	6	-2.9	?
39) O=C1CC(C2CCCO2)C(=O)N1c1ccccc1 (stereo not given)
 : 4%	-7%	-2%	-10%[57.5 µM]	-7%	3%	·	1.2	8%
40) S=C(NCCc1ccccc1)N/N=C/c1ccccc1Cl
 : -21%	?	15%	-2%	-16%	-6%	10	0.8	?
41) CC(=O)N1CCOc2ccc(S(=O)(=O)N3CCC(C(=O)Nc4ccc(C)cc4C)CC3)cc21
 : 35%[activator]	0%	-7%	-26%	-3%	0%	-4	-3.6	17%
42) Cc1ccccc1C(=O)OCCCN=C1NS(=O)(=O)c2ccccc21
 : 13%	2%	2%	i	-3%	-14%	7	-1.9	-11%
43) O=S(=O)(c1ccccc1)N1CCN=C1SCc1ccc(Cl)cc1
 : -13%	9%	7%	i	-3%	3%	9	-2.2	-3%

# An excerpt from above in order of heavy-atom count, lowest first:
# Value order: EPAC1 antag	GLP-1R agonist	EPAC1 agonist	PTHR1 agonist	PLK1 PBD inh	GLP1R cytotox	PI5P4Ka inh	IL-2 act	GLP-1R inv ag
37) CCCc1nnc(NC(=O)C2CCCO2)s1 (stereo not given)
 : 14%	8%	-7%	-4%[57.5 µM]	-2%	1%	·	1.9	0%
34) Cc1nc2sc3c(c2c(=O)n1NC(=O)CCl)CCCC3
 : 2%	6%	-7%	-9%	-10%	-7%	1	-1.6	16%
40) S=C(NCCc1ccccc1)N/N=C/c1ccccc1Cl
 : -21%	?	15%	-2%	-16%	-6%	10	0.8	?
33) CCOC(=O)C(Cc1c[nH]c2cc([N+](=O)[O-])ccc12)(NC(C)=O)C(=O)OCC
 : -2%	17%	-12%	-3%	2%	-9%	5	1.8	-16%
32) CNC(=O)c1ccc(-c2sc3nc(N4CCOCC4)c4c(c3c2N)CC(C)(C)OC4)o1
 : -14%	2%	4%	i	-13%	261%[activator]	1	-1.4	25%

# Compound activity (PubChem)
